Assay outcomes from PubChem BioAssay.
FadD28 binding: inhibitors of FadD28 bisubstrate probe binding, primary screen, biochemical, fluorescence polarization, single point. Mycobacterium tuberculosis FadD28 fatty-acid-AMP ligase. inhibition, % at 12.5 µM. 360,000 compounds, 0.22% hits; in the data active = inhibition above about 8.5%, passing the limit was not always enough; inconclusive = no clear call, values can overlap the other calls
MazEF act: activators of E. coli MazEF toxin-antitoxin RNase, primary screen, biochemical, fluorescence, uHTS. FAM/BHQ RNA-DNA oligo cleavage fluorescence, 5 h. Endoribonuclease toxin MazF (Escherichia coli (strain K12)), P0AE70. activation, % at 20 µM. 350,000 compounds, 0.32% hits; in the data active = activation above about 50%
Target sequence (P0AE70 whole entry, looked up): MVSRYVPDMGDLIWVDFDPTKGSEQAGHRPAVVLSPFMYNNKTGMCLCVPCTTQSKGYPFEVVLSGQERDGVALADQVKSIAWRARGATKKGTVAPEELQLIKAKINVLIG
PrPC surface inh: inhibitors of human cell surface prion protein PrPC, primary screen, cell-based, TR-FRET. Major prion protein (Homo sapiens), P04156. TR-FRET read-out. inhibition, % at 13.8 µM. 370,000 compounds, 0.43% hits. AID 720596, 2013; in the data active = inhibition above about 24%; also: 0% = median of the test wells and 100% = reference compound wells
GDH-TPI inh: GDH-TPI coupling enzyme inhibitors, primary screen, artefact control for M. tuberculosis FBA inhibitor project, biochemical, absorbance, full deck; 360,000 compounds, 1.2% hits; inhibition, % at 4.8 µM; GDH-TPI coupled enzyme counterscreen, NADH absorbance; in the data active = inhibition above about 30%;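 also: 0% = DMSO wells and 100% = wells lacking the enzyme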
Rv3671c inh: Rv3671c serine protease inhibitors, primary screen, biochemical, fluorescence polarization, M. tuberculosis H37Rv | inhibition, % at 5.96 µM | 320,000 compounds, 0.048% hits; in the data active = inhibition above about 38%;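 also: extracellular domain of Rv3671c used as enzyme; 0% = enzyme with DMSO and 100% = no enzyme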
Target sequence (P9WHR9 whole entry, looked up, the tested form may be a part): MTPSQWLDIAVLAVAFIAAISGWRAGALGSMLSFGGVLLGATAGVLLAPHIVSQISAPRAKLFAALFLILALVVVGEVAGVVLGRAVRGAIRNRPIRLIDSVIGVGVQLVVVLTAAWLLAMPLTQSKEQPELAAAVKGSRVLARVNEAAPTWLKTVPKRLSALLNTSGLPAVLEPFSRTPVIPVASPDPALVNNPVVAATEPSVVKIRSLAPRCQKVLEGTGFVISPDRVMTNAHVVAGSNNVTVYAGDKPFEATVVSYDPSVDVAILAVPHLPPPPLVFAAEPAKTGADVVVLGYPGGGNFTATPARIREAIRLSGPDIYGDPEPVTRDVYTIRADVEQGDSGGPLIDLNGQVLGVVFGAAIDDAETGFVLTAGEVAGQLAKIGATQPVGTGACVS
Mtb FBA inh: Mtb FBA enzyme inhibitors, primary screen, biochemical, fluorescence, strain H37Rv; Fructose-bisphosphate aldolase (Mycobacterium tuberculosis (strain ATCC 25618 / H37Rv)), …; purified M. tuberculosis FBA, fluorescence read-out; inhibition, % at 1 µM; 360,000 compounds, 2.3% hits; in the data active = inhibition above about 27%;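 also: 0% = vehicle and 100% = reference inhibitor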
Target sequence (P9WQA3 whole entry, looked up): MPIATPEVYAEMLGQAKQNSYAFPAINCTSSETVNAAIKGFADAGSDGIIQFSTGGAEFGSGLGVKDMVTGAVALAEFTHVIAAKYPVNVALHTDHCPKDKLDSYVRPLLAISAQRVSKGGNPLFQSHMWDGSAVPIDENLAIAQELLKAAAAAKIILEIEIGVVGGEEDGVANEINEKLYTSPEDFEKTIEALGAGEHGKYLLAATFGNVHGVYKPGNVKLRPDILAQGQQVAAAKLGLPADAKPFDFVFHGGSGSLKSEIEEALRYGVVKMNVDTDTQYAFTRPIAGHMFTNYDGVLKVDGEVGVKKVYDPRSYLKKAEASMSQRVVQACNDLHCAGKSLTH
BioA inh: M. tuberculosis BioA enzyme inhibitors, primary screen, biochemical, plate reader, single point, HTS; purified M. tuberculosis BioA enzyme; inhibition, % at 9.99 µM; 360,000 compounds, 0.096% hits; AID 602481, 2012; in the data active = inhibition above about 40%; inconclusive = no clear call, values can overlap the other calls
BoNT F protease: BoNT/F light chain protease inhibitors, primary screen, biochemical, flow cytometry, MLPCN library; 360,000 compounds, 0.22% hits; Multiplex microsphere protease cleavage assay; AID 588497, 2011; inhibition, % at 10 µM; in the data active = inhibition above about 35%, passing the limit was not always enough; inconclusive = no clear call, values can overlap the other calls; also: plate controls were buffer without enzyme for full effect and enzyme alone for no effect
Mtb UGM inh: M. tuberculosis UGM enzyme inhibitors, primary screen, biochemical, fluorescence polarization, single point; inhibition, % at 10 µM; AID 504406, 2011; UDP-galactopyranose mutase (Mycobacterium tuberculosis (strain ATCC 25618 / H37Rv)), …; purified UGM, fluorescence polarization probe displacement; 320,000 compounds, 0.06% hits; in the data active = inhibition above about 10%, passing the limit was not always enough; inconclusive = no clear call, values can overlap the other calls
An asterisk follows results filed as active.

How did C=CCc1ccccc1OCC(=O)N/N=C/c1ccccc1OCC do in these assays?
FadD28 binding: -5.2; MazEF act: -3; PrPC surface inh: 10; GDH-TPI inh: -3; Rv3671c inh: -5; Mtb FBA inh: -3; BoNT F protease: 3; Mtb UGM inh: 0.6

What do the screens show for `CCCCN(C(=O)c1ccc(N2CCCC2=O)cc1)c1c(N)n(CC(C)C)c(=O)[nH]c1=O`?
FadD28 binding: -2.1; MazEF act: 2; PrPC surface inh: 13; GDH-TPI inh: -2; Rv3671c inh: 1; Mtb FBA inh: 0; BioA inh: -0.5; BoNT F protease: 2; Mtb UGM inh: 0.6

How did Cc1c(C(=O)N2CCC3(CC2)OCCO3)oc2ccc(S(=O)(=O)N3CCOCC3)cc12 do in these assays?
FadD28 binding: -3.0; MazEF act: 3; PrPC surface inh: -5; GDH-TPI inh: 0; Rv3671c inh: -5; Mtb FBA inh: 2; BioA inh: 2.2; BoNT F protease: 4; Mtb UGM inh: -0.7

What do the screens show for `Cc1ccc(N2CCN(S(=O)(=O)N3CCCCC3)CC2)cc1Cl`?
FadD28 binding: -0.9; MazEF act: -3; PrPC surface inh: 1; GDH-TPI inh: 5; Rv3671c inh: -2; Mtb FBA inh: 1; BioA inh: 0.4; BoNT F protease: 1; Mtb UGM inh: 0.1

How did FC(F)(F)c1cccc(N2CCN(CC3CC4C=CC3C4)CC2)c1 (stereo unspecified) do in these assays?
FadD28 binding: -2.4; MazEF act: -4; PrPC surface inh: -1; GDH-TPI inh: -4; Rv3671c inh: 3; Mtb FBA inh: -2; BioA inh: -1.4; BoNT F protease: -22; Mtb UGM inh: -0.4

What do the screens show for `Cc1ccccc1C(=O)OCn1nnc2ccccc2c1=O`?
FadD28 binding: -1.7; MazEF act: 5; PrPC surface inh: -3; GDH-TPI inh: 5; Rv3671c inh: -1; Mtb FBA inh: -1; BioA inh: 0.6; BoNT F protease: -6; Mtb UGM inh: -2.9

How did COc1cc(N2CCOCC2)ccc1/C=C1\C(=O)NC(=O)N(C2CCCCC2)C1=O do in these assays?
FadD28 binding: -2.8; MazEF act: -219; PrPC surface inh: -1; GDH-TPI inh: 16; Rv3671c inh: -24; Mtb FBA inh: 0; BoNT F protease: 4; Mtb UGM inh: -1.8

What do the screens show for `CCc1nnc(NC(=O)CCN2C(=O)C3CCCCC3C2=O)s1` (stereo unspecified)?
FadD28 binding: -1.1; MazEF act: 6; PrPC surface inh: 0; GDH-TPI inh: 10; Rv3671c inh: -3; Mtb FBA inh: 6; BioA inh: -1.1; BoNT F protease: -13; Mtb UGM inh: 1.1

Results for C/C(CC(=O)Nc1ccccn1)=N\NC(=O)Cc1cccc2ccccc12 ?
FadD28 binding: -3.2; MazEF act: -4; PrPC surface inh: 0; GDH-TPI inh: 6; Rv3671c inh: -11; Mtb FBA inh: -3; BioA inh: 0.3; BoNT F protease: -3; Mtb UGM inh: 1.5

Results for CC(C)(C)OC(=O)NCCCCCNC(=O)c1[nH]cnc1C(=O)NC1CCN(C(=O)OC(C)(C)C)CC1 ?
FadD28 binding: -3.5; MazEF act: 7; PrPC surface inh: 5; GDH-TPI inh: -9; Rv3671c inh: 6; Mtb FBA inh: 0; BioA inh: 2.5; BoNT F protease: -4; Mtb UGM inh: -1.2

Next part (3 carried over from the part before).
What do the screens show for `CCc1nnc(NC(=O)CCN2C(=O)C3CCCCC3C2=O)s1` (stereo unspecified)?
FadD28 binding: -1.1; MazEF act: 6; PrPC surface inh: 0; GDH-TPI inh: 10; Rv3671c inh: -3; Mtb FBA inh: 6; BioA inh: -1.1; BoNT F protease: -13; Mtb UGM inh: 1.1

Results for C/C(CC(=O)Nc1ccccn1)=N\NC(=O)Cc1cccc2ccccc12 ?
FadD28 binding: -3.2; MazEF act: -4; PrPC surface inh: 0; GDH-TPI inh: 6; Rv3671c inh: -11; Mtb FBA inh: -3; BioA inh: 0.3; BoNT F protease: -3; Mtb UGM inh: 1.5

Results for CC(C)(C)OC(=O)NCCCCCNC(=O)c1[nH]cnc1C(=O)NC1CCN(C(=O)OC(C)(C)C)CC1 ?
FadD28 binding: -3.5; MazEF act: 7; PrPC surface inh: 5; GDH-TPI inh: -9; Rv3671c inh: 6; Mtb FBA inh: 0; BioA inh: 2.5; BoNT F protease: -4; Mtb UGM inh: -1.2

What do the screens show for `COc1ccc(-n2c(SCC(=O)Nc3ccc4c(c3)OCO4)nc3c(c2=O)SCC3)cc1`?
FadD28 binding: -3.8; MazEF act: 15; PrPC surface inh: -6; GDH-TPI inh: 6; Rv3671c inh: -5; Mtb FBA inh: -2; BioA inh: inconclusive; BoNT F protease: 6; Mtb UGM inh: 1.5

What do the screens show for `COc1ccc(CCNC(=O)C(=O)NCC2OCCN2S(=O)(=O)c2ccc(OC)c(OC)c2)cc1` (stereo unspecified)?
FadD28 binding: -1.6; MazEF act: 7; PrPC surface inh: -4; GDH-TPI inh: -1; Rv3671c inh: 3; Mtb FBA inh: 5; BioA inh: 1.8; BoNT F protease: -6; Mtb UGM inh: 0.7

What do the screens show for `CC(=O)Nc1ccc(NC(=O)CSc2ccc(C(F)(F)F)cc2[N+](=O)[O-])cc1`?
FadD28 binding: -0.3; MazEF act: 5; PrPC surface inh: 4; GDH-TPI inh: 17; Rv3671c inh: -24; Mtb FBA inh: -2; BoNT F protease: -4; Mtb UGM inh: 0.2

What do the screens show for `CC[C@H](C)[C@H](NC(N)=O)C(=O)Nc1ccc(OC)c(Cl)c1`?
FadD28 binding: -1.1; MazEF act: 6; PrPC surface inh: 1; GDH-TPI inh: 0; Rv3671c inh: 6; Mtb FBA inh: 6; BioA inh: -1.8; BoNT F protease: -5; Mtb UGM inh: 1.1

Results for COc1ccc(OC)c(C(c2nnnn2C2CCCC2)N2CCc3ccccc3C2)c1 (stereo unspecified) ?
FadD28 binding: -1.8; MazEF act: 1; PrPC surface inh: 11; GDH-TPI inh: 13; Rv3671c inh: 9; Mtb FBA inh: 0; BioA inh: 0.4; BoNT F protease: -14; Mtb UGM inh: 0.8

How did C=C(C)C1(O)OC(=O)C=C1OC (stereo unspecified) do in these assays?
FadD28 binding: -0.9; MazEF act: 14; PrPC surface inh: 7; GDH-TPI inh: -7; Rv3671c inh: -8; Mtb FBA inh: 3; BioA inh: -1.0; BoNT F protease: -3; Mtb UGM inh: 0.3

How did Cc1cccc(C)c1NC(=O)CSc1nnc(C)n1-c1ccccc1 do in these assays?
FadD28 binding: -0.7; MazEF act: 3; PrPC surface inh: -1; GDH-TPI inh: 11; Rv3671c inh: 10; Mtb FBA inh: 1; BioA inh: -2.8; BoNT F protease: -9; Mtb UGM inh: -1.2

How did CCc1nc(N2CCN(C(C)=O)CC2)c2c3c(sc2n1)CC(C(C)(C)C)CC3 (stereo unspecified) do in these assays?
FadD28 binding: -0.9; MazEF act: 2; PrPC surface inh: -5; GDH-TPI inh: 5; Rv3671c inh: -3; Mtb FBA inh: 3; BioA inh: -0.3; BoNT F protease: 33; Mtb UGM inh: 0.1

What do the screens show for `Cc1ccc2[nH]c(=O)c(CNC(C)C)cc2c1`?
FadD28 binding: -0.3; MazEF act: 2; PrPC surface inh: -2; GDH-TPI inh: 10; Rv3671c inh: 0; Mtb FBA inh: 10; BoNT F protease: 4; Mtb UGM inh: -1.8

How did Cc1ccc(C(=O)O/N=C(\c2ccccc2)c2cccnc2)cc1 do in these assays?
FadD28 binding: -2.2; MazEF act: -2; PrPC surface inh: -2; GDH-TPI inh: 0; Rv3671c inh: -9; Mtb FBA inh: 1; BoNT F protease: -3; Mtb UGM inh: 1.8

Results for O=C(CC(=O)Nc1cccnc1)Nc1cccnc1 ?
FadD28 binding: 0.6; MazEF act: 5; PrPC surface inh: 1; GDH-TPI inh: 7; Rv3671c inh: 3; Mtb FBA inh: -1; BioA inh: 2.6; BoNT F protease: -12; Mtb UGM inh: 0.7

How did O=C(O)c1cc(S(=O)(=O)Nc2ccccc2C(=O)O)ccc1O do in these assays?
FadD28 binding: 1.2; MazEF act: 4; PrPC surface inh: 1; GDH-TPI inh: 6; Rv3671c inh: 9; Mtb FBA inh: 29*; BioA inh: -0.1; BoNT F protease: 9; Mtb UGM inh: 4.1

What do the screens show for `CCOC(=O)c1c(C)[nH]c(C(=O)COC(=O)c2ccccn2)c1C`?
FadD28 binding: -5.3; MazEF act: 6; PrPC surface inh: 3; GDH-TPI inh: -4; Rv3671c inh: -1; Mtb FBA inh: 1; BioA inh: -1.4; BoNT F protease: -1; Mtb UGM inh: 2.6

Results for CCc1cccc2c(C(=O)Cn3nnc(-c4ccc(OC)c(OC)c4)n3)c[nH]c12 ?
FadD28 binding: 73*; MazEF act: 6; PrPC surface inh: 16; GDH-TPI inh: 4; Rv3671c inh: -5; Mtb FBA inh: -3; BioA inh: -0.8; BoNT F protease: -1; Mtb UGM inh: 1.2

What do the screens show for `Cc1ccc(NC(=O)NC2CC(=O)N(c3ccc4c(c3)OCCO4)C2)cc1C` (stereo unspecified)?
FadD28 binding: -1.2; MazEF act: 4; PrPC surface inh: 1; GDH-TPI inh: 6; Rv3671c inh: -4; Mtb FBA inh: 3; BioA inh: 1.1; BoNT F protease: 15; Mtb UGM inh: 1.0

How did CSc1ccccc1C(=O)OCC(=O)Nc1cccnc1Cl do in these assays?
FadD28 binding: -4.6; MazEF act: 13; PrPC surface inh: 3; GDH-TPI inh: -2; Rv3671c inh: 1; Mtb FBA inh: 8; BioA inh: -1.1; BoNT F protease: -1; Mtb UGM inh: -0.2

How did CC(C)c1ccccc1NC(=S)NCc1ccccc1F do in these assays?
FadD28 binding: -4.0; MazEF act: 8; PrPC surface inh: 3; GDH-TPI inh: 0; Rv3671c inh: -3; Mtb FBA inh: 1; BoNT F protease: -16; Mtb UGM inh: 1.8

Results for CCn1c(SCc2nc3sc(C(=O)O)c(C)c3c(=O)[nH]2)nc2ccccc21 ?
FadD28 binding: -8.0; MazEF act: -5; PrPC surface inh: 4; GDH-TPI inh: -4; Rv3671c inh: 2; Mtb FBA inh: -6; BioA inh: -0.9; BoNT F protease: 0; Mtb UGM inh: 2.4

How did COC(=O)c1[nH]c2ccc(C)cc2c1NC(=O)CN1CCN(C(=O)c2ccccc2)CC1 do in these assays?
FadD28 binding: -2.6; MazEF act: -4; PrPC surface inh: -2; GDH-TPI inh: 5; Rv3671c inh: -2; Mtb FBA inh: 23; BioA inh: 1.7; BoNT F protease: -8; Mtb UGM inh: 2.3

How did Cc1cc(C)cc(OCC(=O)O/N=C(\N)Cc2ccc([N+](=O)[O-])cc2)c1 do in these assays?
FadD28 binding: -2.7; MazEF act: -2; PrPC surface inh: -3; GDH-TPI inh: 5; Rv3671c inh: -2; Mtb FBA inh: 1; BioA inh: -1.0; BoNT F protease: -4; Mtb UGM inh: -1.7

Results for CC(=O)N1C2CCCCC2S[C@H]2CCCCC21 (stereo partly specified) ?
FadD28 binding: -0.5; MazEF act: 2; PrPC surface inh: -6; GDH-TPI inh: 2; Rv3671c inh: -8; Mtb FBA inh: 4; BoNT F protease: -2; Mtb UGM inh: 1.5

Results for CC(=O)Nc1cccc(NCC(=O)Nc2cc(S(=O)(=O)N3CCCCC3)ccc2Cl)c1 ?
FadD28 binding: -0.1; MazEF act: -2; PrPC surface inh: 10; GDH-TPI inh: 2; Rv3671c inh: -1; Mtb FBA inh: -2; BioA inh: 0.7; BoNT F protease: -1; Mtb UGM inh: 1.7

What do the screens show for `CCOc1ccccc1OCCn1nnc2ccccc21`?
FadD28 binding: -2.3; MazEF act: 3; PrPC surface inh: 1; GDH-TPI inh: 1; Rv3671c inh: 1; Mtb FBA inh: -6; BioA inh: -0.7; BoNT F protease: 7; Mtb UGM inh: -2.5

An unsorted share of the library; overall some 4.8% were active at least once.
